RSV antiviral HEp-2: inhibition of RSV-induced cytopathic effect – HEp-2 cells, primary 10 µM value included (AID 2391); HEp-2 cells, RSV-induced CPE inhibition; higher % means a stronger effect; CPE inhibition, % at 10 µM, or IC50 in µM where a hit was titrated; 310,000 compounds, 0.13% hits; in the data active = a potency from the dose series; inconclusive = CPE inhibition mostly from about 23% at the one dose, without a potency; inactive = the rest, 99 in 100 with CPE inhibition below about 21%; also: strong numbers were not always called active
MgcRacGAP inhibition: MgcRacGAP GTPase-activating activity inhibitors, confirmation, biochemical, ADP Hunter fluorescence; MgcRacGAP-stimulated Rac1 GTP hydrolysis, ADP Hunter fluorescence; higher % means a stronger effect; GST-tagged Rac1 F28L mutant substrate; inhibition, % at 30 µM; hits with a dose series show IC50 in µM; 340,000 compounds, 0.6% hits; AID 624330;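 active = first-screen hits whose inhibition reached a set limit at any dose in the follow-up dose series; inconclusive = inhibition above the set first-screen limit but never retested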;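 also: fluorescence reports GDP produced by GAP-driven GTP hydrolysis; strong numbers were not always called active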
Salmonella PhoP GFP: PhoP-dependent GFP reporter repression – Salmonella Typhimurium, primary screen (AID 1863) | inhibition, % at 50 µM; hits with a dose series show IC50 in µM | S. Typhimurium PhoP-regulated promoter GFP reporter, 4 h; higher % means a stronger effect | 300,000 compounds, 0.16% hits;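 active = inhibition over 29.93%, a cutoff 3 SD above the screen mean, later confirmed by dose response; inconclusive = inhibition over 29.93% but no dose response follow-up; inactive = inhibition at most 29.93% or unconfirmed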;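 also: 0% = low Mg2+ inducing control and 100% = high Mg2+ repressing control; strong numbers were not always called active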
West Nile virus CPE: West Nile virus antiviral activity, cell-based, CPE readout (AID 1621); West Nile virus-infected cells, CPE inhibition; higher % means a stronger effect; CPE inhibition, % at 10 µM; hits with a dose series show IC50 in µM; 290,000 compounds, 0.02% hits; in the data active = a potency from the dose series; inconclusive = CPE inhibition mostly from about 3.7% at the one dose, without a potency; inactive = the rest, 99 in 100 with CPE inhibition below about 2.2%; also: strong numbers were not always called active
T cell HTS: modulates CD8 T cell binding to vesicles | AID 2052 | 330,000 compounds, 0.068% hits | 2C CD8+ T cell-vesicle binding, flow cytometry; active compounds read low | calls only at 7 µM;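 active = response, share of CD8 T cells binding vesicles, and their 90th percentile fluorescence all below set limits, cut at about 80% in these data, passing the limit was not always enough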
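Read-out – percent CD8+ FL2 mean versus row control · System – murine 2C transgenic CD8+ T lymphocytes · Times – 1.5 h cell–vesicle binding at 37 °C, then 20 min icy labelling · Control set – naked vesicles low, QL9 vesicles with vehicle high · Detection – cytometric PE anti-B7-1 and Alexa647 anti-CD8 signals after 1% paraformaldehyde fixation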
Large T inhibition: TAg ATPase/helicase activity blockers – biochemical (AID 1903) | SV40 large T antigen ATPase/helicase inhibition assay; higher % means a stronger effect | inhibition, % at 20 µM; hits with a dose series show IC50 in µM | 310,000 compounds, 0.39% hits; in the data active = a potency from the dose series; inconclusive = inhibition mostly from about 32% at the one dose, without a potency; inactive = the rest, 99 in 100 with inhibition below about 32%; also: strong numbers were not always called active
Myeloid diff 2: myeloid differentiation induction | ER-HoxA9 myeloid progenitors, lysozyme-GFP differentiation, flow cytometry | calls only at 10 µM | 360,000 compounds, 1% hits | AID 624256;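 active = normalized GFP-positive differentiation at or above the plate's own cutoff, the solvent-only control mean plus 3 SD; inconclusive = no clear call, values can overlap the other calls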;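 also: cells exposed to compound for four days before flow analysis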
b-catenin transl: alters nuclear translocation of beta-catenin in HeLa cells. immunofluorescence imaging. nuclear translocation activity, % at 5 µM. 190,000 compounds, 0.3% hits. AID 1665;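 active = nuclear translocation activity above 50% at 5 µM, with a well cell count of 50 or more; inconclusive = wells under 50 cells across six images, flagged as toxic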;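 also: per-cell ratio of nuclear to cytoplasmic median beta-catenin stain intensity; plate controls were DMSO negative control for no effect and GSK-3 inhibitor IX positive control for full effect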
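System: Human HeLa cells, endogenous beta-catenin | Compound dosing: 5 µM primary, 0.02–20 µM confirmation | Timing: 24 h compound exposure at 37°C, 5% CO2 | Measured by: Fluorescence imaging of beta-catenin antibody stain plus DAPI | Read-out basis: % activation of per-cell nuclear versus cytoplasmic median beta-catenin signal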
WT yeast gro inh: growth inhibition of WT yeast, mitochondrial fusion screen. mitochondrial fusion phenotypic screen, WT strain. AID 1362. 190,000 compounds, 2.1% hits. inhibition, % at 10 µM; in the data active = inhibition above about 58%; tested in S. cerevisiae
WT yeast gro inh mutant strain: further read-out of WT yeast gro inh, marked with its call; inhibition, %; mitochondrial fusion phenotypic screen, mutant strain inhibition
b-catenin transl cell count 5 µM: second read-out of b-catenin transl, no call of its own (marks repeat the call); cell count; measured here: cell count, cytotoxicity flag
T cell HTS vesicle-bound %: recorded beside T cell HTS, whose call it bears; double positive events, %; measured here: CD8+ vesicle-bound cell fraction;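 binding gate set so that unloaded-vesicle control wells show 10% double positive cells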
Myeloid diff 2 GFP+ MAC1+ %: second read-out of Myeloid diff 2, no call of its own (marks repeat the call); GFP+ MAC1+ double positive, %; measured here: differentiation confirmed by MAC1 staining
* = called active by the depositor; i = inactive; ? = inconclusive; / = no result given. Random draw from the library. Share with any hit: about 3.6%.

Molecule | RSV antiviral HEp-2 | MgcRacGAP inhibition | Salmonella PhoP GFP | West Nile virus CPE | T cell HTS | T cell HTS vesicle-bound % | Large T inhibition | Myeloid diff 2 | Myeloid diff 2 GFP+ MAC1+ % | b-catenin transl | b-catenin transl cell count 5 µM | WT yeast gro inh | WT yeast gro inh mutant strain
Cc1ccc(OCC(O)CNC(=O)c2ccccc2C(=O)O)cc1 (stereo unspecified) | 1.4% | 12% | 1% | 0.1% | i | 49 | 4% | i | 0.5 | 1.0 | 1341 | 12 | 20
CN(Cc1ccccc1)C(=O)CCS(=O)(=O)c1ccc2c(c1)oc(=O)n2C | 1.4% | 7% | 2% | -0.2% | i | 48 | -1% | i | 1.1 | / | / | / | /
COc1ccc([C@H]2CC(=O)C=C(c3ccc(Cl)c(Cl)c3)C2)cc1 | 0.9% | 10% | / | / | i | 12 | / | i | 1.7 | / | / | / | /
O=C(Nc1ccccc1)Nc1snnc1C(=O)Nc1cccc(O)c1 | / | 2% | -13% | -1.0% | / | / | 11% | i | 0.2 | 4.4 | 1037 | -4 | -2
CC1=NNC(=O)C1CCC(=O)N/N=C/C(Br)=C/c1ccccc1 (stereo unspecified) | 1.1% | 8% | -6% | 0.3% | i | 57 | 9% | ? | / | 3.4 | 891 | 3 | 3
COc1ccc2[nH]cc(C(=O)CN3CCN(C/C=C/c4ccccc4)CC3)c2c1 | / | / | -5% | 0.0% | / | / | 16% | / | / | -0.9 | 842 | -11 | 1
COC(=O)c1cccc(NC(=O)Nc2ccccc2OC)c1 | 16% | 4% | -8% | -0.3% | i | 58 | 1% | i | 0.1 | 0.4 | 1122 | 17 | 10
CC1CCCCN1S(=O)(=O)c1ccc(C(=O)Nc2nnc(-c3ccncc3)o2)cc1 (stereo unspecified) | 0.3% | 7% | 7% | -1.3% | i | 60 | 11% | i | 0.1 | -0.1 | 1119 | 8 | 7
Cc1ccc(C(=O)NNC(=S)NCC2CCCO2)cc1[N+](=O)[O-] (stereo unspecified) | 2.5% | 14% | 0% | 0.0% | i | 47 | 16% | i | 0.6 | / | / | / | /
Cc1ccc(CSc2nc3ccncc3[nH]2)cc1 | -0.7% | 0% | 6% | -0.4% | i | 10 | 9% | i | 2.5 | / | / | 45 | 52
CCCc1cc(=O)[nH]c(SCC)n1 | -0.7% | -7% | 3% | -0.3% | i | 10 | 20% | i | 7.9 | / | / | 18 | 12
COc1c(C)cc(S(=O)(=O)NCc2ccccn2)c(C)c1C | 1.4% | 1% | 8% | -0.6% | i | 66 | 17% | i | 0.2 | / | / | / | /
O=C(NCC1CCCO1)C(c1ccc(F)cc1)N(C(=O)Cn1nnc(-c2ccc(F)cc2)n1)c1cccc(O)c1 (stereo unspecified) | -0.5% | -1% | -13% | -0.4% | i | 18 | -4% | i | 1.9 | -0.5 | 1039 | -14 | -10
Cc1ccc(CNC(=O)C2CCC(CNS(=O)(=O)c3cccc4cccnc34)CC2)cc1 (stereo unspecified) | 1.9% | -4% | 8% | -1.5% | i | 51 | 7% | i | 0.7 | / | / | / | /
N#CCCCn1c(O)c(N=NC(=O)C(O)c2ccccc2)c2ccccc21 (stereo unspecified) | 3.6% | 1% | -4% | 0.1% | i | 50 | 15% | i | 0.5 | 1.3 | 1377 | / | /
CSc1ncccc1C(=O)NC1CCN(Cc2ccccc2)CC1 | 0.6% | 13% | 6% | -0.7% | i | 9 | 8% | i | 0.8 | / | / | / | /
CC1(c2ccccc2)NC(=O)N(CC(=O)NC(=O)NC2CCCC2)C1=O (stereo unspecified) | 1.1% | 2% | 21% | -0.2% | i | 42 | 9% | i | 0.7 | 0.8 | 1150 | -7 | -20
COc1ccc(OC)c(-n2cnc3cc(C(=O)NCCCN4CCOCC4)ccc32)c1 | 1.8% | 2% | 0% | -0.2% | i | 35 | 6% | i | 1.2 | -0.3 | 1224 | 1 | 8
NC1=NC(=Nc2ccccc2)c2ccccc21 | 2.5% | 7% | -2% | 0.1% | i | 18 | 15% | i | 0.3 | -2.7 | 1170 | -13 | -9
CC(C)NS(=O)(=O)c1cc(C(=O)O)ccc1Cl | 0.2% | 1% | -4% | -0.4% | i | 3 | 4% | i | 0.9 | -0.5 | 549 | 4 | 0
CC(=O)N1C(=O)N(C)C2C1N(C(C)=O)C(=O)N2C (stereo unspecified) | 1.1% | 12% | -5% | 0.8% | i | 41 | 8% | i | 1.0 | 0.8 | 941 | -15 | 1
Cc1ccccc1C1N(c2nccs2)C(=O)C2CCCN21 (stereo unspecified) | 0.8% | 0% | 4% | 0.0% | i | 62 | 12% | i | 0.0 | -0.6 | 1116 | -11 | 16
CCOC(=O)c1oc2ccccc2c1NC(=O)c1cccc(OC)c1 | 5.3% | 0% | 5% | 1.0% | i | 58 | 11% | i | 0.5 | -0.6 | 1369 | 21 | 0
COC(=O)c1ccc(N=NN2CCCCC2)cc1 | -0.2% | 10% | 5% | 0.9% | i | 16 | 16% | i | 0.3 | 0.3 | 1533 | 6 | 4
CCOC(=O)CCc1c(C)nc2c(c(C)nn2-c2ccc(C)cc2)c1C | 2.5% | 2% | 5% | -1.0% | i | 48 | 3% | i | 0.2 | / | / | / | /

Next section, starting with the last three of the part before.
Molecule | RSV antiviral HEp-2 | MgcRacGAP inhibition | Salmonella PhoP GFP | West Nile virus CPE | T cell HTS | T cell HTS vesicle-bound % | Large T inhibition | Myeloid diff 2 | Myeloid diff 2 GFP+ MAC1+ % | b-catenin transl | b-catenin transl cell count 5 µM | WT yeast gro inh | WT yeast gro inh mutant strain
CCOC(=O)c1oc2ccccc2c1NC(=O)c1cccc(OC)c1 | 5.3% | 0% | 5% | 1.0% | i | 58 | 11% | i | 0.5 | -0.6 | 1369 | 21 | 0
COC(=O)c1ccc(N=NN2CCCCC2)cc1 | -0.2% | 10% | 5% | 0.9% | i | 16 | 16% | i | 0.3 | 0.3 | 1533 | 6 | 4
CCOC(=O)CCc1c(C)nc2c(c(C)nn2-c2ccc(C)cc2)c1C | 2.5% | 2% | 5% | -1.0% | i | 48 | 3% | i | 0.2 | / | / | / | /
CCOc1cc2[nH]c(=O)n(Cc3ccccc3)c(=O)c2cc1OCC | 1.6% | 5% | -2% | -1.1% | i | 53 | 4% | i | 0.9 | 0.0 | 1364 | 30 | -6
COc1cc2c(-c3ccccc3)c(C)oc2cc1/C=N/NC(N)=S | -0.5% | 12% | / | / | i | 17 | 11% | i | 0.7 | / | / | / | /
CCN(CC)C(=O)N1CCN(S(=O)(=O)c2ccccc2)CC1 | 3.1% | 4% | -2% | -0.2% | i | 5 | 15% | i | 1.1 | 0.3 | 1536 | -11 | 13
COc1cccc(NC(=O)COC(=O)C2C3CC4OC(=O)C2C4C3)c1 (stereo unspecified) | 0.5% | 4% | 6% | -0.6% | i | 22 | 2% | i | 0.4 | / | / | / | /
CCCCc1nnc(NC(=O)CSc2nc(=O)cc(N)n2-c2ccccc2)s1 | 3.2% | 1% | -11% | -0.5% | i | 11 | 4% | i | 6.0 | / | / | 1 | 2
Cc1ccc(NC(=O)c2sccc2C)nc1 | 0.5% | 7% | 0% | -0.4% | i | 63 | 6% | i | 0.4 | / | / | / | /
Cc1cccc(C)c1OC1(c2ccccc2)OC(=O)c2ccccc21 (stereo unspecified) | 6.0% | 4% | 6% | -0.4% | i | 38 | 2% | i | 9.4 | -1.0 | 1277 | 5 | -1
COc1ccc(CC(NC(C)=O)C(=O)NC2CCN(C(=O)NCc3ccccc3)CC2)cc1OC (stereo unspecified) | 0.1% | -4% | -4% | 0.3% | i | 29 | 12% | i | 5.4 | -4.2 | 975 | / | /
Cc1cc(C(F)(F)F)c(C#N)c(SCC(=O)NC(C)(C)C)n1 | -0.9% | 5% | 3% | 0.1% | i | 39 | 14% | i | 0.9 | / | / | -8 | -6
Oc1c(C(c2ccco2)N2CCOCC2)sc2ncnn12 (stereo unspecified) | 1.3% | 11% | -1% | 0.3% | i | 4 | 20% | i | 1.5 | / | / | 8 | -8
CC(=O)OCCN(Cc1ccccc1)Cc1ccc2c(c1)OCO2 | -1.4% | 6% | 7% | -0.6% | i | 45 | -1% | i | 2.7 | -1.7 | 1176 | 48 | 38
Cc1cccc(C(=O)OCC(=O)Nc2sc3c(c2C#N)CCC3)c1 | 0.5% | 7% | -6% | 0.8% | i | 6 | 12% | i | 1.6 | 0.2 | 1106 | 4 | 7
O=C(NCc1ccco1)c1cc2ccc(O)cc2oc1=O | -0.6% | 9% | -1% | 0.1% | i | 25 | 28% | i | 0.5 | 0.2 | 1123 | -3 | -3
N/C(=N/O)c1cccn1Cc1ccccc1[N+](=O)[O-] | 0.8% | 8% | 7% | 0.2% | i | 31 | 4% | i | 0.4 | -2.4 | 1023 | 0 | 10
O=C(Nc1ccc(S(=O)(=O)N2CCCCC2)cc1)c1cccnc1Cl | 8.2% | 0% | 3% | / | i | 17 | 16% | i | 1.4 | / | / | / | /
CC(C)(C)NC(=O)C(c1ccncc1)N(C(=O)Cn1nnc(-c2ccc(F)cc2)n1)c1ccccc1 (stereo unspecified) | -1.5% | 2% | -1% | -1.6% | i | 56 | 24% | i | 0.2 | -2.3 | 923 | -2 | 2
CCN(CC)CCCOC(=O)C1(c2ccccc2)CCCC1 | -0.9% | 5% | -4% | 0.4% | i | 28 | 3% | i | 0.2 | 0.1 | 1037 | 1 | 2

Compound activity from PubChem BioAssay.
